ELG1 genotox: qHTS screen for small molecules that induce genotoxicity in human embryonic kidney (HEK293T) cells expressing luciferase-tagged ELG1; HEK293T ELG1-luciferase reporter, luminescence, 16 h; Potency, µM (highest dose often 46 µM), inactives show at the highest dose activity change, positive = activation, hits mostly activators; hit rate 1.3% among 330,000; AID 504466, 2011; further: potency means the concentration at half of the fitted maximal effect; % of control where 0% means no effect; nearly all actives have a fitted effect of over 60% in size
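16 hr compound incubation (37 °C, 5% CO2) of HEK293T cells carrying luciferase-tagged ELG1; luciferase then measured by ONE-Glo luminescence after 30 min at RT.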
Tb PFK inh: qHTS Assay to Find Inhibitors of T. brucei phosphofructokinase. ATP-dependent 6-phosphofructokinase (Trypanosoma brucei brucei), O15648. T. brucei PFK, ADP-Glo luminescence. Potency, µM (highest dose often 57.5 µM), inactives show at the highest dose activity, negative = inhibition, most hits filed as inhibitors. hit rate 0.17% among 330,000. AID 485367, 2010;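 further: potency means the concentration at half of the fitted maximal effect; 0% = uninhibited 1x PFK enzyme wells and -100% = no-enzyme wells; nearly all actives have a fitted effect of over 60% in size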
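Luminescent ADP detection (ADP-Glo, two-step: ATP depletion then ADP-to-ATP conversion for luciferase) reported PFK activity after 45 min room-temperature reaction of 1.25 nM enzyme with 0.5 mM F6P and 0.1 mM ATP at pH 8.0.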
VP16 counter: VP16 counterscreen qHTS for inhibitors of ROR gamma transcriptional activity; Drosophila S2 Gal4-VP16 UAS-luciferase, luminescence, 20 h; Potency, µM (top dose mostly 53.6 µM), for the others: top-dose activity, negative = inhibition, actives largely listed as inhibitors; hit rate 3.5% among 310,000; AID 2546, 2010;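 further: Gal4-VP16 expression switched on by copper sulfate through the metallothionein promoter; potency means the concentration at half of the fitted maximal effect; on the % scale 0 is the no-effect control and ±100 the full control effect; nearly all actives have a fitted effect of over 50% in size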
Rab9 prom act: qHTS Assay for Rab9 Promoter Activators. Huh7 Rab9 promoter-luciferase reporter, luminescence, 24 h. Potency, µM (highest dose often 9.22 µM), for inactives: top-dose activation, negative = inhibition, hits mostly activators. hit rate 2.8% among 320,000. AID 485297, 2010; further: potency means the concentration at half of the fitted maximal effect; % of control where 0% means no effect; nearly all actives have a fitted effect of over 60% in size
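Measured in stably transfected Huh7 cells bearing a Rab9 promoter–luciferase construct: 24 h compound treatment at 37 °C, followed by luminescence detection.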
p53 reactivation: qHTS assay for re-activators of p53 using a Luc reporter. H1299 p53-A138V BP100-luciferase reporter, luminescence, 24 h. Potency, µM (top dose mostly 92.2 µM), without a hit: at the highest dose activity change, positive = activation, hits mostly activators. hit rate 0.063% among 320,000; further: potency means the concentration at half of the fitted maximal effect; % of control where 0% means no effect; nearly all actives have a fitted effect of over 45% in size
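H1299 (p53-null), stable ts p53-A138V + BP100-Luc; 1000 cells/well, Opti-MEM/10% FBS; cpd 4 pt, 1:5; 24 h, 37 deg C, 5% CO2; detection reagent 10 min RT; luminescence.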
FLuc counter: qHTS profiling assay for firefly luciferase inhibitor/activator using purifed enzyme and Km concentrations of substrates (counterscreen for miR-21 project); purified FLuc, Km substrates, luminescence inhibition; Potency, µM (titrated, usually from 57.5 µM), inactives show at the highest dose activity change, negative = inhibition, most hits filed as inhibitors; hit rate 6.9% among 360,000; Luciferin 4-monooxygenase (Photinus pyralis), P08659;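 further: potency means the concentration at half of the fitted maximal effect; plate controls were vehicle for no effect and reference inhibitor for full effect; nearly all actives have a fitted effect of over 55% in size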
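Purified P. pyralis luciferase (10nM final) with 10uM D-luciferin and 10uM ATP (Km levels) in 50mM Tris acetate pH 7.5, 10mM Mg acetate, 0.01% Tween-20, 0.05% BSA; qHTS 6-point titration, ~60 µM downward; luminescence read.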
NPC1 promoter act: qHTS Assay for NPC1 Promoter Activators; Huh7 NPC1 promoter luciferase reporter, 24 h; Potency, µM (titrated, usually from 9.22 µM), inactives show top-dose activation, hits mostly activators; hit rate 2.4% among 320,000;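 further: potency means the concentration at half of the fitted maximal effect; % of control where 0% means no effect; nearly all actives have a fitted effect of over 60% in size; reporter is driven by a mutant NPC1 promoter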
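In 1536-well qHTS, Huh7 cells harboring an NPC1 promoter–luciferase construct received compound for 24 h; activation was quantified by luminescence following luciferase reagent addition.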
BRCA1 expr act: qHTS Assay to Identify Small Molecule Activators of BRCA1 Expression | MCF7-BRCA1-FFLuc reporter, luminescence, 48 h; response scale: scaled: vehicle 0%, 10 µM genistein 100% | Potency, µM (titrated, usually from 46.1 µM), without a hit: at the highest dose activation, usual class: activators | hit rate 1.1% among 380,000 | AID 624202, 2012; further: potency means the concentration at half of the fitted maximal effect; nearly all actives have a fitted effect of over 80% in size; some results filed as inactive show a strong effect at the top dose
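Cells: MCF7-BRCA1-FFLuc, 2000/well. Exposure: 48 h, 37 °C, 5% CO2. Read: luminescence, 15 min post-substrate. Controls: genistein 10 microM (maximal activation), DMSO (neutral).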
RORg inh: qHTS for inhibitors of ROR gamma transcriptional activity | Nuclear receptor ROR-gamma (Mus musculus), P51450 | Drosophila S2 Gal4-RORgamma UAS-luciferase reporter, 20 h | Potency, µM (doses to about 53.6 µM), for the others: top-dose activity change, negative = inhibition, usual class: inhibitors | hit rate 5.4% among 310,000; further: potency means the concentration at half of the fitted maximal effect; on the % scale 0 is the no-effect control and ±100 the full control effect; nearly all actives have a fitted effect of over 60% in size
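Drosophila Schneider cells stably carrying a metallothionein-driven Gal4 DBD–ROR gamma fusion and a UAS-Photinus luciferase reporter were exposed to compound for 1 hr, then induced with copper sulfate (700 uM final) for 20 hr at ambient temperature before luminescence reading.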
ELG1 repair inh: qHTS screen for small molecules that inhibit ELG1-dependent DNA repair in human embryonic kidney (HEK293T) cells expressing luciferase-tagged ELG1; HEK293T ELG1-luciferase reporter, luminescence, 16 h; DNA damage induced by 5-fluorouridine; Potency, µM (highest dose often 46.1 µM), for inactives: at the highest dose activity change, negative = inhibition, usual class: inhibitors; hit rate 2.3% among 330,000; AID 504467, 2011; further: potency means the concentration at half of the fitted maximal effect; on the % scale 0 is the no-effect control and ±100 the full control effect; nearly all actives have a fitted effect of over 55% in size
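HEK293T cells expressing luciferase-tagged ELG1 (2,000/well) received 5-Fluorouridine plus compound or DMSO for 16 hr at 37 °C. Luciferase was read by ONE-Glo luminescence after 30 min at room temperature.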
TRPV1 agonist: HTS Assay for Compounds that Act as Agonists of the Vanilloid Receptor 1. TRPV1-expressing cells, Fluo-8 calcium influx, agonist mode. activation, % at 8.33 µM. hit rate 0.19% among 320,000. Transient receptor potential cation channel subfamily V member 1 (Homo sapiens), Q8NER1. AID 540275, 2011; in the data active means activation above about 80%; inconclusive means between about 30% and that limit; further: 0% is about no effect
Target sequence (Q8NER1 whole entry, looked up): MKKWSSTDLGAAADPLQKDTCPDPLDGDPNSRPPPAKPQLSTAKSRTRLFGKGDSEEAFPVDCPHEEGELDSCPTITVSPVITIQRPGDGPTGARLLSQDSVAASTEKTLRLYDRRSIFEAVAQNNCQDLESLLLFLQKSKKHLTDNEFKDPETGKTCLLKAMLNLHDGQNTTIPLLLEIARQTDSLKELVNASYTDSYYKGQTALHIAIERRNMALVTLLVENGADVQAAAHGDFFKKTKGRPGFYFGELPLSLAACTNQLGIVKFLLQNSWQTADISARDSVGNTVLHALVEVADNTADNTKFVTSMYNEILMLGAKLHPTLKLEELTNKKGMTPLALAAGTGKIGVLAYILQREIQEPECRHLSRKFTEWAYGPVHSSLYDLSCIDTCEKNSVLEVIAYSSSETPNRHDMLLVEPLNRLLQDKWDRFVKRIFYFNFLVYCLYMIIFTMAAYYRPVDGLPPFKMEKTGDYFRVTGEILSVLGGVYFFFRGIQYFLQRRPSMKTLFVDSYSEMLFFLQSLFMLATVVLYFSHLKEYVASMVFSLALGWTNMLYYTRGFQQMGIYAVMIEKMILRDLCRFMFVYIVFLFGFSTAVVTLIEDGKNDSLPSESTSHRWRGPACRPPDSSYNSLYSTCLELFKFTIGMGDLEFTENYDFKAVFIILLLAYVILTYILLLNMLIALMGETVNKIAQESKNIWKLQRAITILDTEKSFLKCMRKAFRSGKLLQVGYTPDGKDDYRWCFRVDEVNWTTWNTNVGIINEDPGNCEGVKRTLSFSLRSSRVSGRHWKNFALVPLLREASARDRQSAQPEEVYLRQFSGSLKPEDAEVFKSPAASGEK
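Fluo-8 calcium influx in TRPV1-expressing cells, kinetic read (ex 480/em 520 nm). Compound added and read 3 min for agonist activity, followed by capsaicin at EC20 final and 2 min further read for enhancement.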
* = called active by the depositor; ? = inconclusive; . = no result given; & = joins results of further samples. Unless noted, the call rests on the fitted dose curve; in most records, active means well fitted curve in the direction sought with a large enough effect; inconclusive means small, poorly fitted or top-dose-only effect, or another doubt; inactive means no such curve, though single readings can be large; an effect the other way counts as inactive or inconclusive.

SMILES | ELG1 genotox | Tb PFK inh | VP16 counter | Rab9 prom act | p53 reactivation | FLuc counter | NPC1 promoter act | BRCA1 expr act | RORg inh | ELG1 repair inh | TRPV1 agonist
CCOC(=O)c1sc(NC(=O)c2cccnc2)c(C#N)c1C | 1% | 2% | -8% | 13% | ? | 12µM* | 15% | 11% | 34% | 18µM* | 0
CCN(C(=O)COC(=O)c1ccc2c(c1)OCO2)c1ccc(F)cc1 | -1% | 0% | . | . | -2% | . | . | -12% | . | 10% | .
CCCCN=C1NN=C(c2ccc3c(c2)OCCO3)CS1 | 1.8µM* | -22% | 7.9µM* | 0.89µM* | 26% | 3µM* | 1.3µM* | -11% | 4.5µM* | ? | 1
CC1CCCCN1CCCNC(=O)C1CCCN(c2ncnc3c2nc2n3CCCCC2)C1 (configuration not stated) | 4% | 2% | -3% | 7% | -3% | 3% | -1% | -16% | -15% | 0% | -1
O=C(NCC1CCCO1)c1cccc(NS(=O)(=O)c2ccccc2)c1 (configuration not stated) | 0% | 0% | . | 1% | -3% | 0% | 0% | -3% | . | 5% | 0
O=C(CSc1ccccn1)Nc1nncs1 | 2% | 1% | -11% | 0% | 10% | 5% | -3% | 3% | -52% | 0% | -2
O=C(C1CCN(Cc2ccc(Cl)cc2)CC1)N1CCN(Cc2ccc3c(c2)OCO3)CC1 | -9% | -1% | -22% | -13% | -7% | 1% | -7% | -32% | 35% | ? | ?
CC(C)COC(=O)CCn1[nH]c(=O)c2ccccc2c1=O | 0% | -4% | -16% | 0% | 3% | 2% | -2% | 14% | 34% | 10% | -1
COc1ccc(OC)c(C(c2nnnn2CCC(C)C)N2CCN(C(=O)c3ccco3)CC2)c1 (configuration not stated) | 0% | 0% | -4% | 4% | -4% | -1% | 1% | -24% | 0% | -1% | 0
COc1ccc(CNC(=O)Cn2nc([N+](=O)[O-])c(Br)c2C)cc1OC | 1% | -13% | 12% | -4% | 2% | 2% | -1% | -13% | 21% | -1% | 2
CCOc1ccc(S(=O)(=O)NCCC(=O)N(C)Cc2ccc(C)o2)cc1 | 8% | 3% | . | -1% | -2% | -9% | -1% | 1% | . | ? | 2
COc1ccccc1NC(=O)C(CC=C(Cl)Cl)C(C)=O (configuration not stated) | -1% | 18% | -13% | 0% | -6% | 13% | -2% | -41% | -1% | -12% | -7
COc1cc(CNC(C)(C)CO)cc(Br)c1OCc1ccccc1 | -2% | -8% | 0% | -4% | -7% | -1% | -3% | -30% | 1% | -16% | 3
COc1ccc(OC)c(C2N(c3cc(C)on3)C(=O)C3CCCN32)c1 (configuration not stated) | 4% | 3% | -7% | -1% | 6% | 6% | -1% | -19% | -2% | -12% | -2
Cc1cc([N+](=O)[O-])ccc1-c1ccc(/C=N/NC(=O)Cc2ccccc2)o1 | 0% | 0% | ? | 0% | -2% | 2% | -2% | -6% | ? | ? | -1
COC(=O)CC1(c2ccccc2)C(=O)c2ccccc2C1=O | 2% | -2% | 0% | 0% | 3% | 6% | -2% | -1% | -9% | 0% | 7
O=C(Nc1ccc(Cl)c(Cl)c1)OCc1cncs1 | ? | -11% | 5% | 24% | 3% | ? | 16% | ? | ? | ? | 25
CCOC(=O)/C=C1\SCC(=O)N1CC(=O)NC12CC3CC(CC(C3)C1)C2 | -1% | 0% | -1% | -5% | -3% | 0% | 0% | -2% | 14% | 0% | -1
O=C(CNC(=O)c1ccc(S(=O)(=O)N2CCCC2)cc1)N/N=C/c1ccc(F)cc1 | -1% | 0% | -3% | -2% | -4% | 1% | -6% | 5% | -10% | 0% | 1
COc1ccc(C(=O)Nc2ccc(N3CCN(C(=O)c4cccs4)CC3)cc2)cc1Br | -14% | -8% | -1% | -14% | -2% | 1% | -6% | -34% | 8% | 13µM* | -1

Ordered by the number under Rab9 prom act (smallest number first): 3 from the list above.
| compound | Rab9 prom act |
| --- | --- |
| O=C(C1CCN(Cc2ccc(Cl)cc2)CC1)N1CCN(Cc2ccc3c(c2)OCO3)CC1 | -13% |
| CC(C)COC(=O)CCn1[nH]c(=O)c2ccccc2c1=O | 0% |
| CCOC(=O)c1sc(NC(=O)c2cccnc2)c(C#N)c1C | 13% |

Further entries
SMILES | ELG1 genotox | Tb PFK inh | VP16 counter | Rab9 prom act | p53 reactivation | FLuc counter | NPC1 promoter act | BRCA1 expr act | RORg inh | ELG1 repair inh | TRPV1 agonist
O=C(CCN1C(=O)c2ccc([N+](=O)[O-])cc2C1=O)Nc1ccccc1C(=O)O | 0% | -3% | -4% | -4% | -1% | -4% | 6% | 9% | 4% | 1% | 2
Cc1cc(OC(C)C(=O)N(Cc2ccco2)C2CCS(=O)(=O)C2)ccc1Cl (configuration not stated) | 1% | -4% | 6% | -4% | . | -1% | -3% | -10% | -1% | 10% | -1
Cc1cc(C)c(S(N)(=O)=O)c(C)c1N(C)S(=O)(=O)c1ccccc1 | -4% | -1% | -13% | -2% | -3% | 2% | -2% | -18% | -18% | -11% | 1
O=C(/C=C/c1cccc([N+](=O)[O-])c1)NC(=S)Nc1cccc(NC(=O)c2ccccc2Cl)c1 | 9% | 0% | -4% | -9% | -1% | 5% | -2% | -13% | ? | ? | -3
O=[N+]([O-])c1c(Nc2ccccc2)ccc2nonc12 | -3% | 0% | -3% | 1% | -2% | 1% | -2% | 6% | -2% | 25% | -1
Cc1c(NC(=O)CSCc2ccc(Br)cc2)c(=O)n(-c2ccccc2)n1C | -5% | 3% | -2% | -3% | -2% | -2% | -2% | 0% | -6% | -26% | -3
Cc1nc2ccc(NC(=O)CS(=O)(=O)c3ccccc3)cc2s1 | ? | 8% | . | ? | 22% | 15µM* | ? | ? | . | ? | 0
N#Cc1ccccc1CSc1ncccc1C(=O)O | 6% | -20% | 6% | -8% | 2% | 0% | 7% | -4% | 1% | 0% | -3
COc1ccc(N2CCN(C(=O)c3ccc(C(C)(C)C)cc3)CC2)cc1 | 2% | 0% | ? | 7% | 2% | -13% | -1% | -16% | -40% | 14% | -1
CC(=O)N1CCN(C2c3cccc4cccc(c34)C2NS(=O)(=O)c2ccccc2)CC1 (configuration not stated) | 0% | 0% | 2% | 1% | -10% | -1% | -5% | 7% | -11% | -11% | -1
C=CCN1C(=O)/C(=C/c2ccc(-c3ccc(F)cc3)o2)SC1=S | 3% | ? | 1% | 9% | . | ? | 19% | 0% | ? | ? | 14
O=C(CSc1nnnn1-c1cccnc1)Nc1ccc(OCc2ccccc2)cc1 | -6% | -1% | -27% | 6% | 7% | 1% | -4% | 9% | -23% | ? | -5
COc1ccc(NC(=S)NNC(=O)Cn2nc([N+](=O)[O-])cc2C)cc1 | 0% | 1% | ? | -4% | 14% | -3% | 1% | -2% | ? | 6% | -2
COc1cc(Br)c(CN2C(=O)NC3(CCCCCC3)C2=O)cc1OC | -3% | 1% | 7% | -1% | -4% | -1% | 6% | -23% | -5% | ? | -1
CCNc1nc(Oc2ccc(F)cc2)cc(C(F)(F)F)n1 | 0% | 1% | -6% | 0% | -2% | -1% | -1% | -15% | 2% | 5% | 14
CC1COc2ccccc2N1C(=O)c1ccccc1Cl (configuration not stated) | 0% | 0% | 27% | -1% | -4% | 0% | -4% | -15% | 24% | 5% | 16
COCCN(C(=O)Cc1ccc(OC)c(OC)c1)c1nc(-c2cc(OC)ccc2OC)cs1 | -8% | 0% | -6% | -7% | . | -3% | -3% | -40% | ? | ? | -3
N#Cc1cnc(Sc2ccccc2)nc1 | -1% | 1% | -3% | 11% | 13% | 6% | -2% | -18% | -39% | ? | 0
COc1cc2ccc(=O)oc2c(O[C@@H]2O[C@H](CO)[C@@H](O)[C@H](O)[C@H]2O)c1O | 2%&-1% | 10%&-7% | 1% | 9% | 2%&8% | -2% | 0% | 4%&2% | -11% | 26%&-3% | 1
Cc1nnc(Nc2ccc(Cl)c(C(F)(F)F)c2)[nH]c1=O | -9% | -4% | 10% | -6% | 2% | -16% | 0% | -6% | -26% | -3% | 3
O=c1ccccn1Cc1c(Cl)cccc1Cl | 5% | 0% | 8% | -2% | 4% | 0% | -8% | 2% | -14% | 4% | 0

Screening results deposited in PubChem BioAssay by National Center for Advancing Translational Sciences (NCATS).
